Source: PubChem
HT1080 IDH1KD tx: HT-1080 IDH1 knockdown cell toxicity (counter line) | HT-1080 IDH1 knockdown viability, ATP luminescence, 48 h | Potency, µM (series often up to 46.1 µM), for inactives: at the top dose activity, negative = toxicity, hits mostly cytotoxic | hit rate 2% among 360,000 | AID 686971;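 further: potency means the concentration at half of the fitted maximal effect; 0% = DMSO wells and -100% = cell-free medium wells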
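HT-1080-IDH1KD cells (IDH1 knocked down), 750/well in RPMI with 5% FBS, treated with compound 48 h at 37 degrees C. Viability by CellTiter-Glo luminescence, normalised to DMSO and no-cell wells; concentration-response curves classed.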
IL1B secr inh: inflammasome signaling inhibition, IL-1 beta readout | hit rate 4.7% among 360,000 | activity change, % at 57.5 µM | THP-1 LPS/ATP IL-1B secretion, AlphaLISA, 16 h; stronger effect = lower value; in the data active means activity change below about -50%; inconclusive means mostly about -30% to -49%; further: on the % scale 0 is the no-effect control and ±100 the full control effect
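THP-1 cells pretreated 1 hr with compounds (up to 57.5 uM final), then stimulated with LPS (250 ng/mL final) plus ATP (1.25 mM final); secreted IL-1B measured by AlphaLISA after 16 hr, decreased signal indicating inhibition.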
MCF10A rereplic: DNA re-replication induction in MCF 10a cells; Potency, µM (highest dose often 46.1 µM), for inactives: at the top dose activity, positive = re-replication, usual class: activators; MCF 10A DNA re-replication, Hoechst nuclear intensity, 48 h; hit rate 2.9% among 350,000; further: potency means the concentration at half of the fitted maximal effect; % of control where 0% means no effect; nearly all actives have a fitted effect of over 50% in size
S2 tox: viability counter-screen for ATXN expression inhibitors | S2 cells (HEK-293 line with an ATXN2-luciferase reporter) viability, CellTiter-Fluor protease fluorescence, 24 h | AID 651635 | hit rate 0.49% among 400,000 | Potency, µM (titrated, usually from 56.7 µM), hits mostly cytotoxic; further: potency means the concentration at half of the fitted maximal effect; nearly all actives have a fitted effect of over 40% in size
ATXN2 expr inh: reduces ATXN2 reporter expression in HEK-293 cells | HEK-293 ATXN2-luciferase reporter, luminescence, 24 h | Potency, µM (highest dose often 57 µM), for inactives: at the highest dose activity change, negative = inhibition, most hits filed as inhibitors | hit rate 0.72% among 360,000 | AID 1745845; further: potency means the concentration at half of the fitted maximal effect; on the % scale 0 is the no-effect control and ±100 the full control effect; nearly all actives have a fitted effect of over 55% in size
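ATXN2-luciferase reporter cells (luciferase flanked by upstream and downstream ATXN2 gene portions) were treated 24 h at 37 °C with compounds at up to 57 uM. SteadyGlo luminescence gave expression; GF-AFC fluorescence gave viability.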
HT1080-NT tox: kills 2HG-producing HT-1080-NT fibrosarcoma cells; HT-1080-NT fibrosarcoma viability, CellTiter-Glo ATP luminescence, 48 h; Potency, µM (series often up to 46.1 µM), inactives show at the highest dose activity, negative = less viability, actives largely listed as cytotoxic; hit rate 1.6% among 360,000; AID 686970;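 further: NT is the 2HG producing partner of a matched IDH1 knockdown line; potency means the concentration at half of the fitted maximal effect; 0% = DMSO-treated cells and -100% = media-only wells without cells; nearly all actives have a fitted effect of over 55% in size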
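Read-out is CellTiter-Glo luminescence after 10 minutes at room temperature, following 48 hours' compound treatment of HT-1080-NT cells (750 cells/well, RPMI, 5% FBS, 37 degrees C).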
KB-3-1 cytotox: KB-3-1 parental cell cytotoxicity; KB-3-1 viability, CellTiter-Glo ATP luminescence, 72 h; Potency, µM (series often up to 46.1 µM), for the others: at the top dose activity change, negative = cytotoxic, actives largely listed as cytotoxic; hit rate 1.4% among 400,000; further: potency means the concentration at half of the fitted maximal effect; on the % scale 0 is the no-effect control and ±100 the full control effect; nearly all actives have a fitted effect of over 60% in size
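KB-3-1 cells, DMEM (no phenol red) + 10% FBS; compound by pin transfer, 72 h, 37 °C. Readout: CellTiter-Glo luminescence after 10 min. Data normalized, curve-fitted.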
HepG2 tox: counter-screen for TGF-b inhibitors: cytotoxicity in HepG2 cells | AID 588856 | HepG2 CAGA-GFP viability, ATP luminescence, 18 h | hit rate 0.76% among 410,000 | Potency, µM (top dose mostly 46.1 µM), without a hit: at the highest dose activity change, negative = cytotoxicity, usual class: cytotoxic; further: potency means the concentration at half of the fitted maximal effect; some results filed as inactive show a strong effect at the top dose
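CellTiter-Glo luminescence gave cytotoxicity after 18 hours at 37 degrees C. The cells were HepG2 CAGA-GFP in 1% FBS DMEM, stimulated with 500 pg/mL TGF-beta after compound addition. %Activity was normalised to no-cell wells (complete cell-killing) and DMSO (no toxicity), and curves were fitted and classified.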
SW480 rereplic: inducers of DNA re-replication in SW480 colon cancer cells | SW480 DNA re-replication, Hoechst DNA content imaging, 48 h | Potency, µM (titrated, usually from 46.1 µM), without a hit: at the top dose re-replication activation, usual class: activators | hit rate 1.8% among 340,000; further: potency means the concentration at half of the fitted maximal effect; % of control where 0% means no effect; nearly all actives have a fitted effect of over 55% in size
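DNA re-replication was detected as more nuclei of elevated Hoechst intensity after 48 hr exposure to compound (23 nL pinned per well of 250 cells).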
Active calls of the source: *; i = inactive; u = inconclusive; x = no result given; & = joins results of further samples; [ ] = another dose, or the depositor's remark. Unless noted, the call rests on the fitted dose curve; in most records, active means well fitted curve in the direction sought with a large enough effect; inconclusive means small, poorly fitted or top-dose-only effect, or another doubt; inactive means no such curve, though single readings can be large; an effect the other way counts as inactive or inconclusive.

SMILES	HT1080 IDH1KD tx	IL1B secr inh	MCF10A rereplic	S2 tox	ATXN2 expr inh	HT1080-NT tox	KB-3-1 cytotox	HepG2 tox	SW480 rereplic
CN(C)c1ccc(CNC(=O)Cn2ccc3cc(S(=O)(=O)N4CCCCCC4)ccc32)cc1	x	x	x	i	-5%	x	-13%	-18%	x
CN(Cc1ccc(OC(F)F)cc1)C(=O)c1cccc(S(=O)(=O)N2CCN(c3ccccc3)CC2)c1	-19%	-62*	-1%	u	-31%	-6%	7.3µM*	-14%	-5%
CS(=O)(=O)N(CC(=O)NCc1cccnc1)C1CCCCC1	19%	22	1%	i	5%	12%	4%	8%	-3%
COc1cc(/C=N/NC(N)=O)ccc1OC(=O)c1cccs1	0%	9	15%	i	4%	0%	-3%	-2%	-22%
C/C(=N\NC(=O)CNC(=O)c1cccnc1)c1cccc(O)c1	-13%	-6	0%	i	x	-6%	-56%	-11%	-35%[inhibitor]
COc1cc(-c2nc(-c3cccc(C)c3)no2)cc(OC)c1OC	12%	-20	-1%	i	58%[activator]	-3%	0%	-1%	u
CCOC(=O)N1CCC(NC(=O)C2CCCN(S(C)(=O)=O)C2)CC1 (stereo unspecified)	8%	17	0%	i	-2%	8%	6%	2%	0%
COc1ccc(NC(=O)C/C(C)=N/NC(=O)c2cnccn2)c(OC)c1	14%	-9	14%	i	19%	4%	u	-2%	0%
Cn1nnnc1SCC(=O)NCCCc1ccccc1	-18%	13	-4%	i	6%	-1%	14%	-36%	21%
CCNC(=O)CC1C(=O)N(c2ccc(F)cc2)C(=O)N1Cc1ccc(C)cc1 (stereo unspecified)	x	x	x	i	4%	x	9%	-12%	x
O=C(c1c(F)c(F)c(F)c(F)c1F)N1CCc2ccccc21	-2%	-22	7%	i	-9%	-1%	8%	-15%	-2%
C=CC[n+]1c(C)csc1Nc1ccc(C)cc1	10%	-2	-7%	i	x	15%	-2%	-4%	-3%
CCOc1ccccc1N1CCN(S(=O)(=O)c2cc(C)ccc2OC)CC1	-7%	3	23%	i	-4%	-11%	2%	-13%	13%
O=C(CNC(=O)c1cccnc1)N/N=C/c1ccc(O)cc1O	u	101	0%	i	11%	-25%	-4%	-3%	-6%
COc1cc(NC(=O)C(CC(C)C)NS(=O)(=O)c2ccc3c(c2)oc(=O)n3C)c(C(=O)O)cc1OC (stereo unspecified)	x	x	x	i	-1%	x	-7%	-13%	x
COc1cc(/C=N/NC(=O)COc2cc(C)cc(C)c2)ccc1OS(=O)(=O)c1ccc(C)cc1	-11%	3	25%	u	-2%	-1%	0%	-27%	-34%[inhibitor]
COc1ccc2oc(C(=O)N(C)Cc3ccc4c(c3)OCCO4)c(C)c2c1	-2%	-5	9%	i	8%	0%	-12%	-35%	2%
Cc1nn(Cc2ccc(F)cc2)c(C)c1NC(=O)c1cc(-c2ccco2)on1	-7%	7	u	i	-15%	-8%	24%	-17%	0%
CCOC(=O)N1CCN(C(=O)C2CCCN(S(=O)(=O)c3c(C)cc(C)cc3C)C2)CC1 (stereo unspecified)	4%	0	1%	i	-4%	2%	-9%	-28%	2%
CCOc1cc2c(cc1/C=C1/NC(=O)N(CC(=O)OC)C1=O)OCO2	-11%	0	u	x	x	-7%	-10%	1%	u

Random excerpt: two compounds from above, in no set order.
SMILES	HT1080 IDH1KD tx	IL1B secr inh	MCF10A rereplic	S2 tox	ATXN2 expr inh	HT1080-NT tox	KB-3-1 cytotox	HepG2 tox	SW480 rereplic
COc1cc(/C=N/NC(N)=O)ccc1OC(=O)c1cccs1	0%	9	15%	i	4%	0%	-3%	-2%	-22%
Cn1nnnc1SCC(=O)NCCCc1ccccc1	-18%	13	-4%	i	6%	-1%	14%	-36%	21%

The main list resumes; the 5 compounds before the break are reprinted first.
SMILES	HT1080 IDH1KD tx	IL1B secr inh	MCF10A rereplic	S2 tox	ATXN2 expr inh	HT1080-NT tox	KB-3-1 cytotox	HepG2 tox	SW480 rereplic
COc1cc(/C=N/NC(=O)COc2cc(C)cc(C)c2)ccc1OS(=O)(=O)c1ccc(C)cc1	-11%	3	25%	u	-2%	-1%	0%	-27%	-34%[inhibitor]
COc1ccc2oc(C(=O)N(C)Cc3ccc4c(c3)OCCO4)c(C)c2c1	-2%	-5	9%	i	8%	0%	-12%	-35%	2%
Cc1nn(Cc2ccc(F)cc2)c(C)c1NC(=O)c1cc(-c2ccco2)on1	-7%	7	u	i	-15%	-8%	24%	-17%	0%
CCOC(=O)N1CCN(C(=O)C2CCCN(S(=O)(=O)c3c(C)cc(C)cc3C)C2)CC1 (stereo unspecified)	4%	0	1%	i	-4%	2%	-9%	-28%	2%
CCOc1cc2c(cc1/C=C1/NC(=O)N(CC(=O)OC)C1=O)OCO2	-11%	0	u	x	x	-7%	-10%	1%	u
COc1ccc(C(=O)NCCNc2nc3ccc(C)cc3cc2C#N)cc1	0%	-7	21µM*	i	x	1%	2%	-16%	u
CC(=O)NC1C(OCc2ccccc2)OC(CO)C(OC(C)=O)C1OC(C)=O (stereo unspecified)	16%	12	0%	i	u	12%	1%	3%	-2%
C[N+](C)(C)CCCCCC(=O)/C=N/O	11%	16	-1%	i	x	6%	-2%	10%	-3%
Cc1onc(-c2c(F)cccc2Cl)c1C(=O)N(C)CC(=O)Nc1cccc(F)c1	-1%	11	8%	i	-4%	0%	u	0%	-2%
NC(=O)C[C@H](NC(=O)c1ccc(Cl)cc1)C(=O)OCc1ccccc1	4%	-8	-4%	u	x	9%	2%	13%	-7%
Cn1nnnc1SCCNCc1ccc(Cl)cc1	3%	-9	19%	i	0%	25%	-5%	-2%	-1%
O=C(Cc1cccs1)Nc1nnc(-c2ccc(F)cc2)s1	18%	49	-3%	i	x	16%	1%	7%	-8%
COc1cc(-c2noc(CCCC(=O)Nc3cccnc3)n2)cc(OC)c1OC	5%	25	3%	i	1%	-1%	2%	12%	3%
CC1Sc2ccc(S(=O)(=O)N3CCC(C(=O)Nc4cccc(Cl)c4)CC3)cc2NC1=O (stereo unspecified)	u	u	1%	i	u	u	15µM*	-30%	u
Cc1ccc(S(=O)(=O)N2CCN(C(=O)COC(=O)c3ccccc3Cl)CC2)c(C)c1	3%	7	0%	i	5%	3%	2%	0%	-11%
NC(=O)C(Cc1ccccc1)NS(=O)(=O)c1ccc(N2CCCC2=O)cc1 (stereo unspecified)	1%[9.24 µM]	24	29%	i	1%	-21%	-6%	-20%	-4%
CCOC(=O)c1c(-c2ccc(F)cc2)cn2ccccc12	-1%	26	0%	i	-10%	-1%	-5%	8%	-1%
O=[N+]([O-])c1cccc(NC(=S)NCc2ccncc2)c1	6%	29	-17%	u	-11%	2%	8%	-17%	2%
CCN(CC)C(=O)c1sc2c(c1C)c(=O)n(Cc1ccccc1)c(=O)n2Cc1ccc(Cl)cc1	x	x	x	u	-27%	x	u	-18%	x
COCCn1c(SCC(=O)c2ccccc2)nc2c(c1=O)SCC2	-10%	14	-20%	i	3%	0%	-1%	-1%	-4%
C=C1CCN([C@H](C(=O)NCc2ccccc2)C(C)C)S(=O)(=O)c2ccccc21	0%	7	u	i	-1%	-2%	-8%	-8%	u
Cc1ccc(N/C(C(Cl)=C(Cl)Cl)=C(/Cl)[N+](=O)[O-])c(C)c1	-5%	-18	-2%	u	x	-5%	5%	-16%	u
Cc1cc(C)c(OCC(=O)OCC(=O)NCc2ccco2)c(C)c1	5%	28	x	i	x	6%	5%	-3%	x
COc1ccc(OCCOC(=O)c2cccc(-n3cnnn3)c2)cc1	-2%	11	-1%	i	6%	8%	14%	-8%	-1%
COc1ccc(C(=O)COC(=O)c2c(C)noc2C)cc1Cl	13%	2	-7%	i	6%	2%	-7%	-5%	-8%
CCOc1ccccc1Nc1nc2ccccc2nc1NS(=O)(=O)c1ccc(Cl)cc1	x	x	x	i	-4%	x	-12%	-45%	x
COc1ccc(C(=O)n2nc(-c3ccccc3)nc2N)cc1OC	-10%	-13	5%	i	-16%	-13%	-5%	-29%	-5%
Cc1ccc(C(c2nnnn2CS(=O)(=O)c2ccc(C)cc2)N2CCCC2)cc1 (stereo unspecified)	7%	-24	-5%	i	-5%	10%	-8%	-49%	-4%
CCCCC#Cc1ccc(C(=O)NNC(=O)Nc2ccccc2)o1	-2%	-2	4%	i	-4%	-2%	-1%	-22%	4%
Cc1ccc(SCC(=O)Nc2ncc(C)s2)cc1	-4%	3	0%	i	19%	-7%	2%	-1%	-4%[9.22 µM]
O=c1[nH]c2c(s1)C(c1ccccc1)C1C3CCC(C3)C1S2 (stereo unspecified)	-16%	34	u	i	-16%	-12%	1%	-23%	-3%
CCN(c1ccc(NC(=O)COC(=O)c2ccc(C)s2)cc1)C(C)C	-4%	-2	2%	i	6%	-3%	1%	-8%	10%
Cc1cccc(C)c1NC(=O)C1(C)CSCC(=O)N1CCc1c[nH]c2ccccc12 (stereo unspecified)	-11%	1	x	x	x	-5%	-3%	x	x
O=C(/C=C/c1ccccc1)C1=C(O)C(=O)N(CCO)C1c1ccccc1[N+](=O)[O-] (stereo unspecified)	-3%	22	13%	i	-6%	-1%	19%	-19%	2%
COCCCNC(=O)CCC(=O)NNc1nc2ccccc2c2nc(-c3ccccc3)nn12	-4%	-10	1%	u	8%&7%	-4%	0%&-6%	-26%&-19%	-2%
COc1ccc(C2CC(c3ccccc3Cl)Nc3ncnn32)cc1OC (stereo unspecified)	9%	-3	-16%	i	7%	-1%	-9%	15%	-14%

Compounds as they come; overall some 8.9% were active at least once.
